# Bfl-1 inhibitors: Bfl-1 inhibitors, primary screen, biochemical, fluorescence polarization, FITC-Bid, mouse (AID 432); FITC-Bid BH3 peptide fluorescence polarization displacement; higher % means a stronger effect; displacement, % at 20 µM; hits with a dose series show IC50 in µM; actives 0.02% (n = 64,000); in the data active means a potency from the dose series; inactive means the rest, 99 in 100 with displacement below about 15%; further: strong numbers were not always called active
# MK inhibit: S. pneumoniae MK inhibitors, primary screen, biochemical, PK/LDH-coupled NADH absorbance; mevalonate kinase [Streptococcus pneumoniae D39]; purified MK, PK/LDH-coupled NADH absorbance 340 nm; inhibition, % at 10 µM; actives 0.48% (n = 65,000);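 active means ranked among the strongest by inhibition in the single 10 µM screen, a fixed top-ranked set picked for dose follow-up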; further: no value below 0 was filed
# HPDE-C7K KRASV12: cytotoxicity in KRAS-transformed pancreatic duct cells, primary screen, cell-based, fluorescence, HTS (AID 431); HPDE-C7K KRASV12 cells, Alamar Blue viability, 48 h; higher % means a stronger effect; cytotoxicity, % at 10 µM; hits with a dose series show EC50 in µM; actives 1.7% (n = 63,000);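 active means compounds whose percent cytotoxicity in the single-dose primary screen, scaled between solvent and toxic-drug controls, exceeds 50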;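 further: 0% = DMSO solvent wells and 100% = doxorubicin-treated wells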
# HT1080 viability: cytotoxicity in HT1080 fibrosarcoma cells, cell-based, fluorescence readout (AID 620) | one-dose cytotoxicity, % at 10 µM; EC50 in µM for titrated hits | HT1080 viability, fluorescence; higher % means a stronger effect | actives 0.42% (n = 87,000);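 further: cells exposed to compound overnight then 4 h with Alamar Blue; 0% = vehicle DMSO and 100% = killing control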
# Spn DPM-DC inh: S. pneumoniae DPM-DC inhibitors, primary screen, biochemical, PK/LDH-coupled NADH fluorescence; purified DPM-DC; calls only at 10 µM; actives 0.49% (n = 65,000); AID 556, 2006;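 active means the 320 compounds with the highest percent inhibition in the single-dose primary screen, excluding strongly autofluorescent ones, cut at about 32% in these data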;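 further: kinetic rate of NADH fluorescence loss reporting ADP formed by the decarboxylase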
# Spn PMK inh: S. pneumoniae PMK inhibitors, primary screen, biochemical, mevalonate pathway, pilot trial included | AID 539, 2006 | actives 0.49% (n = 65,000) | purified PMK, PK/LDH-coupled NADH absorbance 340 nm | inhibition, % at 10 µM | phosphomevalonate kinase (Streptococcus pneumoniae D39);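 active means top-ranked compounds by inhibition in the single 10 µM screen, taking a fixed number of the strongest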;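 further: 0% = full reaction with DMSO carrier and 100% = background rate without enzyme reaction; no value below 0 was filed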
# LYP inhibition: LYP phosphatase inhibitors, primary screen, biochemical, DiFMUP fluorescence, recombinant catalytic domain, 10 µM (AID 606) | Tyrosine-protein phosphatase non-receptor type 22 (Homo sapiens) | recombinant LYP catalytic domain, DiFMUP fluorescence; higher % means a stronger effect | inhibition, % at 10 µM, or IC50 in µM where a hit was titrated | 52,000 tested, under 10 active;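 active means IC50 under 40 µM in the dose-response test; inactive means IC50 of 40 µM or more, or never dose-tested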
# Alkaline phosphatase: human TNAP enzyme inhibitors, biochemical, luminescent (AID 518). purified TNAP enzyme, luminescent substrate readout; higher % means a stronger effect. inhibition, % at 20 µM; hits with a dose series show IC50 in µM. Alkaline phosphatase, tissue-nonspecific isozyme (Homo sapiens). actives 0.09% (n = 64,000); in the data active means a potency from the dose series; inactive means the rest, 99 in 100 with inhibition below about 22%;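 further: plate controls were vehicle for no effect and reference inhibitor for full effect; many of its hits are not listed in these tables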
# HPDE-C7 cytotoxicity: cytotoxicity in HPDE-C7 cells, cell-based, fluorescence, HTS (AID 430); one-dose cytotoxicity, % at 10 µM; EC50 in µM for titrated hits; actives 1.8% (n = 63,000); HPDE-C7 pancreatic duct cells viability, fluorescence; higher % means a stronger effect;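 further: cells exposed to compound for 48 hours before viability readout; 0% = vehicle and 100% = reference cytotoxic drug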
# Spn PMK inh pilot replicates: second read-out of Spn PMK inh, no call of its own (marks repeat the call); inhibition, %; measured here: pilot screen replicates
# MK inhibit pilot replicates: further read-out of MK inhibit, marked with its call; inhibition, %; measured here: pilot screen replicates
# Spn DPM-DC inh pilot screen %: recorded beside Spn DPM-DC inh, whose call it bears; inhibition, %; measured here: pilot screen trials
# Active calls of the source: *; i = inactive; nt = no result given. Unless noted, no stated cut-off is given here; in the data, active means cytotoxicity above about 50%; inactive means the rest.
SMILES,Bfl-1 inhibitors,MK inhibit,HPDE-C7K KRASV12,HT1080 viability,Spn DPM-DC inh,Spn PMK inh,LYP inhibition,Alkaline phosphatase,HPDE-C7 cytotoxicity,others
COc1cc(C2C(C(=O)c3cccs3)=C(O)C(=O)N2c2cc(C)on2)ccc1O (stereo not drawn),-1%,4,14%,27%,i,0,-1%,12%,11%,
Cc1ccc(NC(=O)c2cc(NC(=O)c3ccco3)ccc2N2CCOCC2)cc1,-1%,4,-13%,nt,i,8,-12%,6%,-16%,
CC1CCCCN1C(=O)Cc1ccc(F)cc1 (stereo not drawn),-8%,0,0%,-2%,i,2,-1%,20%,0%,
COc1cccc(C(=O)N2CCN(C(=O)c3cccc4ccccc34)CC2)c1OC,0%,9,-16%,-4%,i,12,17%,5%,-10%,
Cc1nnc2c3cnn(-c4ccc(Cl)cc4)c3ncn12,-4%,6,-14%,3%,i,2,nt,44%,-29%,
CCN1C(=O)CC(N2CCN(c3ccc(OC)cc3)CC2)C1=O (stereo not drawn),-1%,7,-3%,2%,i,0,2%,9%,-1%,
O=C(c1cccn2c(=O)c3cc(Br)ccc3nc12)N1CCN(c2ccccn2)CC1,0%,3,-4%,5%,i,20,0%,6%,-10%,
COC(=O)c1[nH]c2ccc(Br)cc2c1NC(=O)C(C)N1CCN(C2CCCCC2)CC1 (stereo not drawn),11%,7,19%,-4%,i,9,12%,9%,20%,
CC(c1ccccc1)n1cc(C(=O)NCC2CCCO2)nn1 (stereo not drawn),4%,0,2%,4%,i,4,1%,16%,4%,
CCN(CC)C(=O)CSc1nnc([C@H](Cc2c[nH]c3ccccc23)NC(=O)OC(C)(C)C)o1,-2%,4,-5%,6%,i,11,nt,14%,-7%,
O=S(=O)(NCc1ccc2c(c1)OCO2)c1ccc2c(c1)oc1ccccc12,-8%,12,-7%,2%,i,5,1%,12%,-9%,
O=c1ccnc(SCc2ccccc2Cl)[nH]1,-3%,5,-9%,-6%,i,9,9%,2%,-2%,
CCc1nnc(NC(=O)c2ccc(S(=O)(=O)N(CC(C)C)CC(C)C)cc2)o1,-2%,2,48%,-3%,i,15,-17%,24%,49%,Spn PMK inh pilot replicates=3.5;MK inhibit pilot replicates=0.0;Spn DPM-DC inh pilot screen %=0.0
O=C1CCCN1c1ccc(CNS(=O)(=O)c2ccc(F)cc2)cc1,-6%,8,-10%,-4%,i,10,8%,6%,-15%,
COc1cccc(-n2c(SC)nnc2-c2c[nH]c3ccccc23)c1,-8%,4,9%,7%,i,8,-6%,6%,10%,
Cc1nc(P(=O)(c2ccccc2)c2ccccc2)c(N2CCOCC2)o1,-5%,0,1%,6%,i,0,7%,7%,3%,
O=C(COc1ncnc2ccccc12)NCCC1=CCCCC1,0%,0,-37%,-5%,i,0,-7%,-3%,-16%,
COc1ccc(C2=NO[C@@H]3C(=O)N(c4ccc5c(c4)OCCO5)C(=O)[C@H]23)cc1OC,2%,15,-3%,-2%,i,11,nt,-2%,-2%,Spn PMK inh pilot replicates=0.0;MK inhibit pilot replicates=6.5;Spn DPM-DC inh pilot screen %=0.0
CCOC(=O)c1c(NC(=O)c2cccs2)sc(C)c1CC,-1%,4,2%,1%,nt,0,-3%,10%,-2%,
CCc1nc(NCCc2ccccn2)c2nnn(Cc3ccccc3F)c2n1,-9%,4,-14%,1%,i,11,15%,9%,1%,
COc1cc(NC(=O)c2cc(-c3cccs3)on2)cc(OC)c1OC,-2%,4,1%,2%,i,15,4%,11%,5%,
Cc1ccc(C(=O)CSc2nnc(COc3cc(C)cc(C)c3)o2)cc1,4%,3,8%,2%,i,2,18%,16%,-3%,
CCN1CCN(C(=O)C2CCN(S(=O)(=O)c3cccc4cccnc34)CC2)CC1,4%,8,8%,-4%,i,8,0%,-3%,-3%,
Cc1nn2c(=O)cc(CSc3nc4ccccc4[nH]3)nc2s1,-2%,4,13%,6%,i,8,7%,4%,14%,
COc1ccc(S(=O)(=O)N(Cc2cc3ccc(OC)cc3[nH]c2=O)CC2COCCO2)cc1 (stereo not drawn),-3%,2,-25%,-4%,i,5,10%,-1%,-18%,

# (further entries)
SMILES,Bfl-1 inhibitors,MK inhibit,HPDE-C7K KRASV12,HT1080 viability,Spn DPM-DC inh,Spn PMK inh,LYP inhibition,Alkaline phosphatase,HPDE-C7 cytotoxicity,others
CN(C)/C=N/c1ncnc2c1cnn2-c1ccc(C(F)(F)F)cn1,-2%,5,8%,2%,i,8,0%,19%,2%,Spn PMK inh pilot replicates=3.5;MK inhibit pilot replicates=0.0;Spn DPM-DC inh pilot screen %=0.0
COc1ccccc1N1CCN(C(=O)c2cc3c(=O)n(C)c4ccccc4c3n2C)CC1,1%,9,21%,19%,i,12,nt,8%,29%,
COc1ccccc1C1CC(=O)NC(SCC(=O)Nc2ccccc2)=C1C#N (stereo not drawn),12%,4,5%,2%,i,0,14%,7%,3%,
Cc1occc1C(=O)NC(C)C1CCCO1 (stereo not drawn),-3%,10,0%,5%,i,5,6%,4%,-1%,
Cc1cccc(N2CCN(C(=O)Cn3sc4nc(C)cc(C)c4c3=O)CC2C)c1 (stereo not drawn),-5%,14,-12%,-10%,i,0,-12%,-2%,-18%,
CCOc1ccc2c(c1)n(CO)c(=S)n2CO,6%,14,-2%,13%,i,14,12%,1%,-10%,Spn PMK inh pilot replicates=4.0;MK inhibit pilot replicates=4.0;Spn DPM-DC inh pilot screen %=2.5
CC(C)N=C1SCC(C)(/C=N/O)S1 (stereo not drawn),-1%,8,nt,20%,i,10,14%,5%,nt,
CCOC(=O)CSc1nc2cc(OCC)ccc2cc1C#N,-1%,9,56%*,14%,i,8,19%,6%,30%,
COn1c(SC2CCCCC2)nc2ccccc2c1=O,-3%,6,-24%,-16%,i,2,2%,11%,-16%,
Cc1ccc(S(=O)(=O)c2n[nH]n3c2nc(=O)c2ccccc23)cc1,3%,0,24%,-1%,i,3,10%,5%,26%,
Cc1[nH]nc2c1C1(CCC(c3ccccc3)CC1)C(C#N)=C(N)O2 (stereo not drawn),2%,4,8%,nt,i,0,6%,7%,-9%,
C=CCNC(=O)c1ccccc1NC(=O)c1ccccc1,-4%,10,-6%,1%,i,7,-8%,6%,1%,
CC1CCc2cc(F)cc3c(=O)c(C(=O)O)cn1c23 (stereo not drawn),2%,12,-21%,-10%,i,2,7%,12%,-6%,Spn PMK inh pilot replicates=3.5;MK inhibit pilot replicates=9.0;Spn DPM-DC inh pilot screen %=1.0
Cc1ccc(NC(=O)NC2=N/C(=C(/C#N)C(=O)N3CCCC3)c3ccccc32)cc1,-6%,9,3%,7%,i,14,nt,14%,8%,
Cn1cccc1C(=S)N1CCOCC1,-6%,7,4%,6%,i,5,5%,7%,4%,
CCOC(=O)CN=C1CC(C)(C)CC2=C1Sc1ncnc(N(C)C)c1N2,8%,12,0%,-5%,i,6,10%,4%,-6%,
COc1ccc2nc(NC(=O)c3ccc(Br)s3)sc2c1,1%,7,-10%,11%,i,0,nt,8%,-6%,
Cc1ccc(-c2nn(CC(=O)NCCN3CCOCC3)c(=O)c3ccccc23)cc1,20%,3,-3%,-9%,i,6,4%,1%,0%,
CCn1c(CSc2nc3ccccc3s2)nnc1SCC(=O)c1ccc2c(c1)OCCO2,-10%,0,19%,0%,i,0,2%,14%,13%,
CCS(=O)(=O)N1CCC(C(=O)Nc2cc(Cl)ccc2O)CC1,3%,3,nt,1%,i,0,15%,5%,nt,
Cn1c(=O)c(C#N)c(-c2ccccc2)n2cnnc12,2%,9,12%,-8%,i,8,18%,3%,2%,
Cc1cccnc1-n1c(CCN2C(=O)c3ccccc3C2=O)nc2ccccc2c1=O,-2%,3,-10%,1%,i,0,2%,14%,-14%,Spn PMK inh pilot replicates=1.0;MK inhibit pilot replicates=0.5;Spn DPM-DC inh pilot screen %=0.0
Cc1ccc(C(C)C)c(OCc2nc(-c3nonc3N)no2)c1,-2%,1,1%,-4%,i,2,7%,6%,4%,
CCN(CC)CCN1C(=O)c2oc3ccc(F)cc3c(=O)c2C1c1ccncc1 (stereo not drawn),-2%,2,21%,-14%,i,7,5%,19%,9%,Spn PMK inh pilot replicates=3.5;MK inhibit pilot replicates=1.0;Spn DPM-DC inh pilot screen %=2.5
COc1cccc(OC)c1C(=O)NCCN1CCN(C(=O)c2c(OC)cccc2OC)CC1,-2%,24,-6%,10%,i,7,11%,5%,-9%,
CC(=O)c1ccc(OCCCC(=O)OCc2nnc(-c3ccc(Cl)cc3)o2)cc1,0%,1,-17%,4%,i,11,1%,14%,7%,
CCc1c(-c2ccccc2)nc2nc(C)c(C)nn12,13%,5,-8%,-8%,nt,0,4%,-13%,-10%,

# Arranged by SMILES length (low to high): some entries from above
SMILES,Bfl-1 inhibitors,MK inhibit,HPDE-C7K KRASV12,HT1080 viability,Spn DPM-DC inh,Spn PMK inh,LYP inhibition,Alkaline phosphatase,HPDE-C7 cytotoxicity,others
Cn1cccc1C(=S)N1CCOCC1,-6%,7,4%,6%,i,5,5%,7%,4%,
Cc1occc1C(=O)NC(C)C1CCCO1 (stereo not drawn),-3%,10,0%,5%,i,5,6%,4%,-1%,
CCOc1ccc2c(c1)n(CO)c(=S)n2CO,6%,14,-2%,13%,i,14,12%,1%,-10%,Spn PMK inh pilot replicates=4.0;MK inhibit pilot replicates=4.0;Spn DPM-DC inh pilot screen %=2.5
COn1c(SC2CCCCC2)nc2ccccc2c1=O,-3%,6,-24%,-16%,i,2,2%,11%,-16%,
C=CCNC(=O)c1ccccc1NC(=O)c1ccccc1,-4%,10,-6%,1%,i,7,-8%,6%,1%,
COc1ccc2nc(NC(=O)c3ccc(Br)s3)sc2c1,1%,7,-10%,11%,i,0,nt,8%,-6%,
COc1ccccc1C1CC(=O)NC(SCC(=O)Nc2ccccc2)=C1C#N (stereo not drawn),12%,4,5%,2%,i,0,14%,7%,3%,
CCOC(=O)CN=C1CC(C)(C)CC2=C1Sc1ncnc(N(C)C)c1N2,8%,12,0%,-5%,i,6,10%,4%,-6%,
Cc1ccc(S(=O)(=O)c2n[nH]n3c2nc(=O)c2ccccc23)cc1,3%,0,24%,-1%,i,3,10%,5%,26%,
CC(=O)c1ccc(OCCCC(=O)OCc2nnc(-c3ccc(Cl)cc3)o2)cc1,0%,1,-17%,4%,i,11,1%,14%,7%,
COc1cccc(OC)c1C(=O)NCCN1CCN(C(=O)c2c(OC)cccc2OC)CC1,-2%,24,-6%,10%,i,7,11%,5%,-9%,
